WT yeast gro inh: growth inhibition of WT yeast, mitochondrial fusion screen. 190,000 compounds, 2.1% hits. mitochondrial fusion phenotypic screen, WT strain. AID 1362. inhibition, % at 10 µM; in the data active = inhibition above about 58%; tested in S. cerevisiae
Autophagy mod: alters autophagy in cells. MEF GFP-LC3 puncta imaging; test concentration mostly 10 µM. calls only at 10 µM (by protocol). 190,000 compounds, 0.98% hits;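 active = percentage of spot-positive cells more than 3 SD above its plate mean, without a fluorescence outlier flag or 80% toxicity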;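 note: spot-positive cell cutoff set from DMSO-treated cells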
ER stress rescue: protection against thapsigargin-triggered cell killing – 384-well, CSM14.1, ATP luminescence, primary screen (AID 1222); CSM14.1 thapsigargin-induced death rescue, ATP luminescence; higher % means a stronger effect; one-dose cellular ATP content (survival), % at 20 µM; EC50 in µM for titrated hits; 190,000 tested, under 10 active;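 active = EC50 below 50 µM in the dose-response confirmation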;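 note: death triggered by thapsigargin at about 15 µM added after 2 h compound pretreatment; cell ATP read after overnight thapsigargin exposure of roughly 18 to 22 hours; normalized against plate controls of thapsigargin alone and 5% DMSO vehicle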
Insulin prom up: MIN6 insulin promoter up-regulation. MIN6 insulin promoter-GFP reporter, high-content imaging; hits give high values. z-score at 5 µM. 190,000 compounds, 0.3% hits;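 active = z-score above 3 at 5 µM with at least 500 cells counted in the well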
Lipid droplet: hepatic lipid droplet formation modulation. inhibition, % at 6.5 µM. AML12 mouse hepatocytes, oleate lipid droplets, BODIPY imaging. AID 1656. 240,000 compounds, 0.4% hits;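 active = lipid droplet intensity inhibited by at least 50%, with more than 500 cells counted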
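Assay system: AML12 mouse liver cells | Compound: 6.5 µM single-point dosing | Schedule: Overnight exposure | Technique: Fluorescence imaging, 20x objective, two fields per well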
Dynein cargo inh: dynein cargo transport inhibition | 3617.4 mouse cells, GR-EGFP nuclear translocation imaging; test concentration mostly 20 µM; stimulated with dexamethasone, 1 µM; hits give low values | 220,000 compounds, 0.47% hits | z-score, hits read low;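 active = plate z-score of nuclear minus cytoplasmic receptor signal below a set negative limit, without overly bright fluorescence or cell loss, cut at about -3.5 in these data, passing the limit was not always enough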;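 note: z-score of nuclear minus cytoplasmic ring GR-EGFP intensity difference per well; some compounds called inactive have numbers as strong as hits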
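Buffer or medium: Induction medium lacking tetracycline, stripped serum | Also added: Dexamethasone agonist, 1.0 µM final, for 30 min | Timing: 48 h induction, 1 h compound, 30 min dex at 37 °C | Detection: Formaldehyde fixation, Hoechst nuclear stain, 10x automated fluorescence imaging | Measure: Nuclear versus cytoplasmic GR-EGFP signal, averaged per well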
b-catenin transl: beta-catenin nuclear translocation modulation; HeLa beta-catenin nuclear translocation, immunofluorescence imaging; nuclear translocation activity, % at 5 µM; 190,000 compounds, 0.3% hits; AID 1665;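 active = nuclear translocation activity above 50% at 5 µM, with a well cell count of 50 or more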;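 note: per-cell ratio of nuclear to cytoplasmic median beta-catenin stain intensity; plate controls were DMSO negative control for no effect and GSK-3 inhibitor IX positive control for full effect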
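assay system = human HeLa cells, endogenous beta-catenin | times = compound treatment 24 h, 37°C, 5% CO2 | detection = Anti-beta-catenin immunofluorescence on PFA-fixed, Triton-permeabilized cells, DAPI nuclei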
XIAP antagonists: small molecules displacing peptide from XIAP – biochemical, IAP family, fluorescence polarization (AID 1018) | XIAP BIR domain, fluorescence polarization peptide displacement; higher % means a stronger effect | displacement, % at 20 µM; hits with a dose series show IC50 in µM | 200,000 compounds, 0.007% hits; in the data active = displacement above about 50%; note: a part of the inactive calls stands beside numbers as strong as those of hits
MT stabilizer: microtubule stabilization, imaging screen. % tubulin-high responders, % at 10 µM. HeLa tubulin immunostaining HCS, 24 h; share of cells brighter than vehicle mean+2SD. 200,000 compounds, 0.83% hits;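 active = plate Z-score above 3 for both tubulin-high and condensed-nucleus cell shares, with cell loss under 80%, at 10 µM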;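 note: anti alpha tubulin signal scored within the nucleus-defined area of each cell; some results filed as inactive read as strong as hits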
WT yeast gro inh mutant strain: recorded beside WT yeast gro inh, whose call it bears; inhibition, %; mitochondrial fusion phenotypic screen, mutant strain inhibition
Dynein cargo inh cytoplasmic EGFP: second read-out of Dynein cargo inh, no call of its own (marks repeat the call); z-score; measured here: cytoplasmic GR-EGFP intensity; hits give high values
Dynein cargo inh nuclear GR-EGFP: also measured in Dynein cargo inh; calls as there; z-score; measured here: nuclear GR-EGFP intensity;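 lower value marks the stronger effect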
Dynein cargo inh cell count: recorded beside Dynein cargo inh, whose call it bears; z-score; measured here: cell count per field
Insulin prom up cell count: also measured in Insulin prom up; calls as there; cell count; measured here: cytotoxicity, nuclei count;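 total cells summed across four imaged fields per well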
Lipid droplet cells 6.5 µM: further read-out of Lipid droplet, marked with its call; cell count; measured here: cell count, cytotoxicity flag;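 cells counted across two imaged fields per well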
b-catenin transl cell count 5 µM: also measured in b-catenin transl; calls as there; cell count; measured here: cell count, cytotoxicity flag
MT stabilizer Hoechst-high %: second read-out of MT stabilizer, no call of its own (marks repeat the call); % Hoechst-high responders; measured here: nuclear condensation Hoechst responders;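 share of cells brighter than vehicle mean plus two SD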
MT stabilizer cytotoxicity %: second read-out of MT stabilizer, no call of its own (marks repeat the call); toxicity, %; measured here: cytotoxicity by cell density;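 0% = mean cell density of plate MIN control wells and 100% = no cells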
Autophagy mod cell loss 18 h: also measured in Autophagy mod; calls as there; toxicity, %; measured here: cell loss, nuclei count;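 cell loss after 18 h compound exposure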
An asterisk follows results filed as active; i = inactive; . = not tested or not shown; & = joins results of further samples.

SMILES	WT yeast gro inh	WT yeast gro inh mutant strain	Autophagy mod	Autophagy mod cell loss 18 h	ER stress rescue	Insulin prom up	Insulin prom up cell count	Lipid droplet	Lipid droplet cells 6.5 µM	Dynein cargo inh	Dynein cargo inh cytoplasmic EGFP	Dynein cargo inh nuclear GR-EGFP	Dynein cargo inh cell count	b-catenin transl	b-catenin transl cell count 5 µM	XIAP antagonists	MT stabilizer	MT stabilizer Hoechst-high %	MT stabilizer cytotoxicity %
COc1ccccc1CC(=O)N1CCCC1	-2.9	10.4	i	1.1	-3.3%	-0.2	1261	-15.2	746	-0.9	-0.245	-0.564	0.369	.	.	-2.2%	2.4	1.6	5.2
c1ccc(-c2noc(CSc3nnnn3-c3ccccc3)n2)cc1	14.2	11.7	i	6.2	-0.2%	1	896	.	.	-0.118	-0.194	0.0709	0.173	0.1	1101	-1.4%	4.1	1.9	0.6
NNC(=O)c1nc[nH]c1C(=O)Nc1ccccc1[N+](=O)[O-]	12.0	-19.5	i	0.0	-0.5%	0.01	1090	-6.6	692	1.48	-0.0272	0.795	-1.24	0.0	1048	-6.4%	5.6	3.2	12.2
O=C(c1cc2c(s1)-c1ccccc1S(=O)(=O)C2)N1CCCC1	.	.	.	.	.	0.44	1083	-6.0	714	1.97	-0.106	1.42	-1.94	1.2	1359	.	.	.	.
CCC(C)Sc1nc(O)c(Cc2ccccc2)c(=O)[nH]1 (stereo not drawn)	3.6	11.1	i	0.9	-3.8%	.	.	11.9	803	-0.0172	-0.0508	-0.0851	0.267	-13.9	1061	-0.7%	1.3	1.7	13.5
O=C(C(=O)N1CCc2ccccc2C1)c1cn(CC(=O)N2CCOCC2)c2ccccc12	-1.3	-4.2	i	8.6	-3.8%	-0.01	1475	-30.0	517	-0.475	-0.268	-0.266	1.06	0.1	1141	-6.0%	2.9	3.2	7.5
COc1ccccc1/C=C/C(=O)c1ccc(Cl)cc1	22.0	20.2	i	17.5	-2.1%	2.29	1404	.	.	-0.623	-0.178	0.033	0.965	-0.2	1361	-3.2%	4.0	1.9	0.2
O=C(NC1=NCCS1)c1ccc(Br)s1	3.1	0.9	i	1.9	-1.3%	0.6	980	15.6	818	-0.337	-0.488	-0.22	0.682	.	.	-0.7%	1.2	1.4	1.8
N#Cc1c(-c2ccco2)cc(C2CC2)nc1N	18.1	15.9	i	6.4	0.3%	-0.74	1075	.	.	4.92	0.91	2.39	-2.42	-1.5	1214	-4.5%	3.6	3.7	1.1
Nc1cc(-c2ccccc2)ccc1O	-6.7	-5.5	i	4.5	.	0.21&-0.1	1354&1415	-2.8&1.7	660&745	-0.41&-0.307	-0.198&-0.226	0.0765&-0.189	-0.209&0.425	-1.0&-5.1	1025&1219	-4.9%	4.1	1.1	1.7
O=C(Cn1ncc2c(=O)oc3ccccc3c21)NCCN1CCN(c2ccccc2F)CC1	7.0	6.8	i	-2.9	.	1.01	1416	8.8	610	0.323	-0.205	0.368	0.465	-1.4	1078	-7.1%	2.8	1.9	5.0
O=c1cc(Nc2ccc3c(c2)OCCO3)[nH]c(=O)n1-c1ccc(Br)cc1	-1.7	-0.6	i	-1.0	-0.4%	0.04	1159	-11.5	728	0.736	-0.259	0.222	-0.0203	-0.7	1204	-0.1%	3.8	2.3	6.0
Cc1nn(C)c(C)c1S(=O)(=O)N1CCC(C(=O)NC(C)c2ccccc2)CC1 (stereo not drawn)	-7.7	6.2	i	-10.8	.	0.09	1593	14.2	709	-0.565	-0.221	0.0165	0.558	-1.3	1083	-6.3%	2.5	3.0	8.1
CCOCCCNC(=O)C1CCC(CNS(=O)(=O)c2ccc(Cl)cc2)CC1 (stereo not drawn)	2.6	-13.7	i	-2.2	-0.5%	0.32	886	.	.	-0.661	-0.287	-0.332	0.0672	.	.	-1.0%	1.1	1.9	4.0
Clc1cc(Br)ccc1OCCOCCN1CCOCC1	9.1	19.6	i	22.1	-2.6%	-0.83	932	.	.	-0.26	-0.441	-0.00282	0.211	111.5*	762*	-2.6%	4.1	3.8	6.0
CCOC(=O)Nc1nnc(-c2ccc(OC)c(OC)c2)s1	-6.1	5.8	i	-4.6	1.4%	-1.1	913	-5.8	684	-0.697	-0.28	-0.172	0.242	-5.8	1143	-2.5%	6.0	2.8	7.0
C#CCN1C(=O)C2C(C(=O)NC)C3C=CC2(O3)C1C(=O)NCc1ccc(OC)cc1 (stereo not drawn)	1.0	-6.9	i	-34.1	-0.1%	0.33	1165	.	.	-0.593	-0.35	-0.42	1.12	-5.1	1013	-20.4%	4.9	3.9	7.5
CCO[C@H]1OC(C(=O)N2CCN(C)CC2)=C[C@@H](C(C)(C)C)[C@@H]1CCCO	1.4	-1.2	i	-2.4	-1.1%	1.22	1385	-11.2	631	-1.34	-0.287	-0.5	0.856	0.2	1083	-0.5%	2.0	2.2	7.0
CCCN(Cc1cc2cc(C)ccc2[nH]c1=O)S(C)(=O)=O	-9.4	18.2	i	-4.9	15.4%	0.53	1313	.	.	0.371	-0.241	0.71	-1.33	-3.3	1031	-2.9%	6.6	3.3	8.3
CCC(C)(C)NC(=O)C(c1cccs1)N(C(=O)c1ccn[nH]1)c1cccc(OC)c1 (stereo not drawn)	-4.3	1.6	i	12.8	2.0%	0.02	1324	-19.1	706	0.0508	-0.275	0.0313	0.564	-0.3	1499	-4.5%	1.5	1.9	5.7
COc1ccccc1OCC(O)CNCc1ccc2c(c1)OCO2 (stereo not drawn)	.	.	.	.	.	-0.28	1377	12.0	727	-0.695	-0.238	-0.615	1.25	-3.6	1178	.	.	.	.
Cc1ccc(C(=O)N2CCC3(CC2)Oc2ccc(Cl)cc2C(=O)C32CC(c3cccnc3)=NO2)s1 (stereo not drawn)	.	.	.	.	.	-0.48	822	2.9	703	1.66	-0.75	0.929	-0.939	0.4	1398	.	.	.	.
Cc1cc2ccccc2n1CCNC(=O)C(C)(C)C	12.4	-0.7	i	15.0	-1.8%	0.78	1162	-12.3	773	1.92	0.269	1.45	-0.993	0.9	1007	-5.0%	4.5	1.3	9.5
CCOc1ccc(OCCSc2nc(C)cc(=O)[nH]2)cc1	10.4	26.1	i	-3.1	-1.2%	0.22	1266	.	.	-0.642	-0.299	-0.0763	0.639	-4.4	1005	-2.7%	6.4	3.2	8.1
COc1cccc2c(N/N=C/c3ccco3)cc(C)nc12	-6.5	19.6	i	-2.2	-1.8%	1.05	1692	7.0	666	0.975	-0.346	0.117	-0.375	-0.1	943	-9.6%	4.5	2.1	5.4
More structures follow.
SMILES	WT yeast gro inh	WT yeast gro inh mutant strain	Autophagy mod	Autophagy mod cell loss 18 h	ER stress rescue	Insulin prom up	Insulin prom up cell count	Lipid droplet	Lipid droplet cells 6.5 µM	Dynein cargo inh	Dynein cargo inh cytoplasmic EGFP	Dynein cargo inh nuclear GR-EGFP	Dynein cargo inh cell count	b-catenin transl	b-catenin transl cell count 5 µM	XIAP antagonists	MT stabilizer	MT stabilizer Hoechst-high %	MT stabilizer cytotoxicity %
O=C(NC(=S)Nc1ccc(Cl)cc1)c1ccccc1	.	.	.	.	.	0.58	1365	1.7	730	-0.234	-0.257	-0.16	0.264	-1.6	1146	.	.	.	.
COc1cccc(NC(=O)C(=O)N/N=C/c2cc(C)n(-c3ccc(Cl)c(Cl)c3)c2C)c1	29.4	31.3	i	-7.8	0.9%	-0.9	965	.	.	1.08	-0.234	0.941	-0.509	.	.	-12.9%	5.8	2.0	0.2
COC(=O)c1cc(NC(=O)c2cccc(F)c2)cc(C(=O)OC)c1	6.1	6.8	i	-27.3	-1.2%	-0.52	1533	-6.7	672	-0.925	-0.32	-0.278	0.602	-0.7	1154	-2.6%	2.7	2.0	5.4
COC(=O)c1sccc1NC(=O)c1ccco1	.	.	i	-3.7	-2.5%	-0.08	1917	42.6	737	-0.0625	-0.122	-0.0565	0.58	-0.5	1078	1.2%	3.7	1.9	3.2
O=C(CN1CCN(Cc2ccc(F)cc2Cl)C1=O)NCCCN1CCOCC1	6.0	4.7	.	.	.	-0.69	1944	-1.0	623	-0.2	-0.255	-0.0167	0.707	-0.9	1135	-6.2%	3.2	2.2	9.2
O=C(NC(=S)Nc1ccc(Br)cn1)c1cccs1	20.4	-4.5	i	1.5	-1.3%	-0.26	1140	3.1	680	0.384	-0.244	0.108	-0.0885	3.3	1014	-1.6%	2.5	2.5	6.1
Cc1nc2ccc(NC(=S)N3CCC(C)CC3)cc2nc1C	3.1	7.9	i	17.3	-3.0%	0.1	1272	3.9	685	2.66	0.0375	1.89	-1.81	0.2	1111	-0.2%	3.1	1.6	3.0
O=C1CC(N(C(=O)c2ccco2)c2cccc(Cl)c2)C(=O)N1c1cccc(Cl)c1 (stereo not drawn)	15.0	-8.0	i	1.7	2.9%	.	.	8.7	776	-0.645	-0.0367	-0.368	0.408	-13.7	1228	-5.0%	1.6	1.5	10.9
COC(=O)C1=C(N)Oc2cc(C)[nH]c(=O)c2C1c1cc(OC)c(OC)c(OC)c1 (stereo not drawn)	-10.3	-11.7	.	.	-1.2%	0.52	1603	.	.	-0.436	-0.182	0.0885	0.334	2.6	1362	-6.8%	2.0	1.4	4.5
COc1ccc(N=Nc2cc(C)ccc2O)cc1	.	.	.	.	.	-0.4	1121	-0.4	675	-0.725	0.0577	-0.302	0.551	1.2	1287	.	.	.	.
O=C1CCCc2c1[nH]c1ccccc21	3.8	0.2	i	38.5	0.3%	0.04	1493	.	.	-0.246	-0.094	0.215	0.558	-0.5	1469	-3.5%	4.3	2.3	17.2
